tuberculosis growth: growth inhibition of non-replicating M. tuberculosis (AID 488890); inhibition, % at 25 µM; hits with a dose series show IC50 in µM; 320,000 compounds, 0.39% hits; Mycobacterium tuberculosis non-replicating, growth inhibition; higher % means a stronger effect; in the data active means a potency from the dose series; inconclusive means inhibition mostly from about 82% at the one dose, without a potency; inactive means the rest, 99 in 100 with inhibition below about 76%;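 further: plate controls were DMSO cells for no effect and high antibiotic wells for full effect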
H1N1 NS1A inhibition: H1N1 influenza NS1A inhibitors, functional cell based assay (AID 504329); inhibition, % at 12.5 µM; hits with a dose series show IC50 in µM; 340,000 compounds, 0.3% hits; NS1A functional cell-based assay, percent inhibition; higher % means a stronger effect; in the data active means a potency from the dose series; inconclusive means inhibition above about 27% without an active follow-up result; further: strong numbers were not always called active
inhibitors of VEEV: inhibitors of VEEV TC-83 cytopathic effect, confirmation, Vero cells (AID 588727). Vero cells, VEEV TC-83 cytopathic effect inhibition; higher % means a stronger effect. inhibition, % at 20 µM, or IC50 in µM where a hit was titrated. 350,000 compounds, 0.13% hits; in the data active means a potency from the dose series; inconclusive means inhibition mostly from about 14% at the one dose, without a potency; inactive means the rest, 99 in 100 with inhibition below about 12%; further: strong numbers were not always called active
Salmonella PhoP GFP: Inhibition of PhoP regulon, Salmonella typhi GFP reporter cells, confirmation, 4 h (AID 1850); inhibition, % at 50 µM, or IC50 in µM where a hit was titrated; 310,000 compounds, 0.33% hits; Salmonella Typhi PhoP-promoter GFP reporter, fluorescence, 4 h; higher % means a stronger effect; in the data active means a potency from the dose series; inconclusive means inhibition mostly from about 25% at the one dose, without a potency; inactive means the rest, 99 in 100 with inhibition below about 19%;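 further: 0% = induced wells with vehicle and 100% = uninduced wells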
M. tuberculosis HTS: M. tuberculosis growth inhibition, HTS (AID 449762). 330,000 compounds, 0.59% hits. M. tuberculosis H37Rv growth inhibition, 7H9 media; higher % means a stronger effect. inhibition, % at 25 µM; hits with a dose series show IC50 in µM; in the data active means a potency from the dose series; inconclusive means inhibition above about 70% without an active follow-up result;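 further: bacterial growth assessed after seven days of incubation; strong numbers were not always called active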
inhibitors of VEEV 10K pilot screen: further read-out of inhibitors of VEEV, marked with its call; inhibition, %; measured here: 10K pilot screen inhibition
The depositor's hits bear a star; i = inactive; u = inconclusive; x = no result given.

SMILES	tuberculosis growth	H1N1 NS1A inhibition	inhibitors of VEEV	Salmonella PhoP GFP	M. tuberculosis HTS	others
COc1ccc(NC(=O)COc2ccc3c(C)cc(=O)oc3c2)cc1S(=O)(=O)N1CCCCC1	16%	-13%	1.3%	4%	15%
CCCCNCCOCCOc1ccccc1-c1ccccc1	26%	7%	0.9%	7%	6%
COc1ccc(CNc2nc(NCc3ccc(OC)cc3)c3ncn(C4CCCC4)c3n2)cc1	10%	9%	1.6%	x	1%	inhibitors of VEEV 10K pilot screen=9.6
COc1ccc(OC)c(NC(=S)N(CCc2c(C)[nH]c3ccc(C)cc23)Cc2cccs2)c1	x	6%	5.6%	8%	-4%
CC1=CC=CN2C1=NC(=O)CC2(C)C(=O)N(CC(=O)NC1CCCC1)c1cc(C)cc(C)c1 (configuration not stated)	-5%	-5%	3.6%	-2%	-5%
Nc1ncnc2c1ncn2[C@@H]1O[C@H](CNCc2ccccc2OCC(=O)N2CCCCC2)[C@@H](O)[C@H]1O	2%	-22%	0.3%	x	9%
CCc1ccc(OCC(=O)NC(NC(=S)Nc2ccccc2C)C(Cl)(Cl)Cl)cc1 (configuration not stated)	13%	0%	i	-13%	-2%
CCOC(=O)C(=Cc1ccc2c(c1)OCO2)c1ccccc1	x	-2%	12%	x	x
CCCC(C(=O)NC1CCCC1)N(C(=O)Cn1nnc(-c2ccc(C)o2)n1)C1CCCC1 (configuration not stated)	42%	0%	8.5%	-3%	-8%
C=CCNc1nnc(-c2ccncc2)s1	-2%	0%	2.1%	-8%	-11%
CCN(CC)CCn1c2c(c(SCC(=O)Nc3ccccc3Cl)nc1=O)CCC2	1%	-3%	1.9%	3%	-11%
CCCc1cc(=O)[nH]c(SCC(=O)CSc2nc(CCC)cc(=O)[nH]2)n1	67%	-10%	3.5%	1%	-3%
COc1ccccc1-n1c(CNC(=O)c2cccs2)n[nH]c1=S	1%	-1%	1.0%	6%	-6%
O=C(O)c1ccc2c(c1)C(=O)N(CCCCCCCN1C(=O)c3ccc(C(=O)O)cc3C1=O)C2=O	20%	-3%	1.6%	-11%	-3%
CCN1CCN(c2ccc(N3CCN(C(=O)c4ccc(Br)o4)CC3)nn2)CC1	-17%	-6%	2.5%	4%	10%
CCCCn1c(SCC(=O)Nc2nnc(CC)s2)nc2c1c(=O)n(C)c(=O)n2C	10%	1%	0.8%	10%	-4%
O=C(COc1cccnc1[N+](=O)[O-])Nc1ccc(S(=O)(=O)N2CCOCC2)cc1	-1%	-7%	0.8%	5%	0%
O=C(NC(=S)Nc1ccccc1[N+](=O)[O-])c1ccco1	19%	8%	3.4%	7%	0%
CCc1noc(C)c1C(=O)N1CCN(c2cccc(C)c2C)CC1	-2%	-12%	2.9%	1%	-3%
CCN1CCN(c2ccc(S(=O)(=O)N3CCCCC3)cc2NC(=O)c2ccc(C)c(C)c2)CC1	x	-8%	7.3%	x	x
Cc1cc(C)c2c(N)c(C(=O)c3ccccc3)oc2n1	-11%	1%	4.4%	-1%	-3%
O=C(NCCCN1CCCC1)c1cccc(N2CCCC2=O)c1	18%	-5%	i	-11%	6%
Cc1cc(NC(=O)CCc2ccc(-c3ccccc3)o2)no1	50%	16%	4.3%	-4%	-4%
O=C(Cc1nnc(NC(=O)c2ccccc2)s1)N/N=C/c1ccco1	-3%	-1%	1.1%	11%	7%
CC1=C(C(=O)NC2CCC(C)CC2)C2(CCC(C)CC2)OC1=O (configuration not stated)	-18%	-2%	0.4%	-9%	-6%

Continued:
SMILES	tuberculosis growth	H1N1 NS1A inhibition	inhibitors of VEEV	Salmonella PhoP GFP	M. tuberculosis HTS	others
NC(=O)CC(NC(=O)Cc1ccc(Br)cc1)c1ccc(NCCc2ccc(F)cc2)c([N+](=O)[O-])c1 (configuration not stated)	-5%	7%	i	-14%	9%
Cc1ccc(S(=O)(=O)N2CCN(C(=O)CSc3nnc(C)c(=O)[nH]3)CC2)cc1	-2%	0%	0.5%	3%	2%
COc1cccc(N2CCN(C(=S)NCCc3ccccc3)CC2)c1	16%	2%	5.3%	10%	-4%
CCCC(=O)Nc1cccc(-c2nc3ccccc3c(=O)o2)c1	0.97µM*	3%	i	-9%	u
CNc1ccccc1C(C)(C)c1cc(-c2cccc(Br)c2)no1	16%	-1%	i	0%	70%
O=C(Nc1ccc(N2CCOCC2)cc1)c1ccc2c(c1)OCO2	4%	-6%	0.7%	-4%	-10%
CCCCn1c(N)c(N(CC(C)C)C(=O)CSC(C)C(=O)Nc2cc(C)on2)c(=O)[nH]c1=O (configuration not stated)	-7%	-3%	1.8%	1%	-6%
CC(Cc1cnccn1)NCc1c(C(=O)N2CCCCCCC2)nc2ccc(Cl)cn12 (configuration not stated)	-2%	-10%	1.8%	-6%	-7%
CC(C)CN(C(=O)CSc1nnc(-c2ccco2)o1)c1c(N)n(Cc2ccccc2)c(=O)[nH]c1=O	2%	13%	1.7%	7%	-1%
CC(=C1C2C=CC1C1C(=O)NC(=O)C21)c1ccccc1 (configuration not stated)	6%	-11%	i	-6%	-3%
O=C(CN1C(=O)c2cccc([N+](=O)[O-])c2C1=O)N1CCN(S(=O)(=O)c2ccccc2)CC1	-14%	-5%	0.4%	x	-5%
COc1ccccc1C(=O)N/N=C(\C)c1ccc(NC(=O)Cc2ccccc2)cc1	-16%	-7%	1.6%	-12%	-1%
COc1ccc(Br)cc1C(=O)NC(=S)Nc1ccc(Cl)c(C(=O)O)c1	18%	-7%	1.9%	-1%	12%
Nc1nonc1NC(=O)CSc1nc2ccccc2s1	u	-2%	0.1%	-6%	-2%
COC(=O)Cn1cnc2c(nnn2-c2ccc(C)cc2)c1=O	-1%	3%	1.1%	-1%	0%
Cc1c(Cl)cccc1NC(=O)COC(=O)C12CC3CC(CC(O)(C3)C1)C2	-12%	-5%	i	x	-14%
COc1ccc(N2C3=C(C(=O)CC(C)(C)C3)C(c3ccccc3OC)C3=C2CC(C)(C)CC3=O)cc1	58%	-2%	0.1%	-22%	0%
CCCCn1c(N)c(N(CC)C(=O)/C=C/c2ccco2)c(=O)[nH]c1=O	-3%	6%	i	14%	-3%
CCN(CC)c1ncnnc1-c1ccccc1	-8%	-7%	0.9%	0%	9%
NC(=O)c1ccc2nc(-c3ccccc3)c(-c3ccccc3)nc2c1	-4%	5%	i	-3%	0%
CC(=O)N1CCC2(CC1)C(C#N)=C(N)Oc1n[nH]c(C(F)(F)F)c12	-14%	3%	i	7%	-10%
CCCCN1C(=O)NC(c2ccc(OC)cc2)C(C(=O)OCc2ccccc2)=C1C (configuration not stated)	-2%	10%	0.7%	1%	5%
O=C(CSc1nnc(C2CCCCC2)o1)Nc1ccccc1Cl	u	-7%	1.3%	7%	-4%
CNC(=O)Oc1ccc(C(=O)N2c3ccccc3NC(=O)C2C)cc1 (configuration not stated)	2%	-15%	0.1%	8%	38%
COc1cc([C@@H]2OC[C@@H]3[C@H]2CO[C@@H]3c2ccc3c(c2)OCO3)ccc1O	0%	0%	0.5%	x	-4%

Structural class, those above containing a COOH group.
SMILES	tuberculosis growth	H1N1 NS1A inhibition	inhibitors of VEEV	Salmonella PhoP GFP	M. tuberculosis HTS	others
O=C(O)c1ccc2c(c1)C(=O)N(CCCCCCCN1C(=O)c3ccc(C(=O)O)cc3C1=O)C2=O	20%	-3%	1.6%	-11%	-3%
COc1ccc(Br)cc1C(=O)NC(=S)Nc1ccc(Cl)c(C(=O)O)c1	18%	-7%	1.9%	-1%	12%

Five structures out of the list, arranged by formula weight, low to high:
SMILES	tuberculosis growth	H1N1 NS1A inhibition	inhibitors of VEEV	Salmonella PhoP GFP	M. tuberculosis HTS	others
CCN(CC)c1ncnnc1-c1ccccc1	-8%	-7%	0.9%	0%	9%
COc1cccc(N2CCN(C(=S)NCCc3ccccc3)CC2)c1	16%	2%	5.3%	10%	-4%
Cc1c(Cl)cccc1NC(=O)COC(=O)C12CC3CC(CC(O)(C3)C1)C2	-12%	-5%	i	x	-14%
CCCCn1c(N)c(N(CC(C)C)C(=O)CSC(C)C(=O)Nc2cc(C)on2)c(=O)[nH]c1=O (configuration not stated)	-7%	-3%	1.8%	1%	-6%
CC(C)CN(C(=O)CSc1nnc(-c2ccco2)o1)c1c(N)n(Cc2ccccc2)c(=O)[nH]c1=O	2%	13%	1.7%	7%	-1%

Further records:
SMILES	tuberculosis growth	H1N1 NS1A inhibition	inhibitors of VEEV	Salmonella PhoP GFP	M. tuberculosis HTS	others
Cc1ccc(CS(=O)(=O)CCC(=O)NCCC(C)C)cc1	10%	-7%	1.7%	0%	-11%
S=C(Nc1ccc(Cl)c(Cl)c1)N1CCCC1	-27%	2%	0.5%	-7%	3%
O=C(c1ccc2c3c(cccc13)CC2)N1CCOCC1	3%	-3%	0.5%	10%	0%
Nc1nc(N)c(N=O)c(OCC2CCCCC2)n1	55%	3%	3.3%	-15%	u
COCCCNC(=O)CC1C[C@H](C(=O)N2CCCCC2)[C@@]2(C)c3[nH]c4ccc(OC)cc4c3CCN2C1=O (some centres not stated)	x	5%	0.6%	x	x
COc1cccc(C2c3cc4c(cc3OC(C)(N3CCCC3)C2C)OCO4)c1O (configuration not stated)	x	9%	7.7%	x	x
CCOc1ccc(CCNC(=O)C2CCCN(c3ncnc4c3nc3n4CCCCC3)C2)cc1 (configuration not stated)	21%	3%	1.5%	3%	8%
Cc1cc(NC(=O)CN(C)S(=O)(=O)c2ccc(-c3ccc(=O)[nH]n3)s2)ccc1Br	-2%	14%	1.1%	-11%	6%
COc1ccc(CNc2nc3ccccc3s2)cc1OC	54%	-4%	i	-8%	-16%
FC(F)(F)c1cnc(C(c2ccccc2)c2ncn[nH]2)c(Cl)c1 (configuration not stated)	5%	-6%	0.7%	-2%	-3%
COc1ccc(-c2oc3ccc(-c4cc(OC)c(OC)c(OC)c4)cc3c2-c2ccc(OC)nc2)cc1	0%	11%	0.7%	-4%	u	inhibitors of VEEV 10K pilot screen=4.8
Cc1ccc(S(=O)(=O)N2CCN(C3CC4CCC3C4)CC2)cc1 (configuration not stated)	8%	3%	0.2%	3%	-2%
S=C(NCc1ccccn1)Nc1ccccc1	-11%	-6%	0.5%	-2%	7%
CC1(C)CC(=O)C2=C(C1)OC(N)=C(C#N)C2c1ccc(OC(=O)N2CCOCC2)cc1 (configuration not stated)	35%	-21%	i	-1%	-7%
Cc1cc(C=O)c(C)n1-c1ccc(Oc2ccc([N+](=O)[O-])cn2)cc1	71%	1%	0.3%	-7%	6%
Cc1ccc(-c2nc3cc(Cl)ccc3o2)cc1	21%	-9%	0.7%	-3%	-2%
COc1cccc([C@@H]2Oc3ccc(Br)cc3C(=O)[C@H]2OC(=O)NC2CCCC2)c1	25%	x	x	1%	62%
CCN(CC)CCN1C(=O)C(=O)/C(=C(/O)c2c(C)[nH]c(C(=O)OC)c2C)C1c1ccccc1 (configuration not stated)	-7%	-22%	0.9%	5%	4%
COc1ccc(CNC(=O)[C@H](Cc2c[nH]c3ccccc23)NC(=O)[C@@H]2Cc3ccccc3CN2)cc1	21%	-1%	i	1%	2%
CC(=O)Nc1cccc(NC(=S)Nc2cccc(Cl)c2C)c1	49%	2%	1.2%	5%	1%
COc1ccc(CN(C)Cc2nc3scc(-c4ccccc4)c3c(=O)[nH]2)cc1OC	45%	-5%	7.4%	-8%	-6%
CC(=O)Nc1ccc(NC(=O)C(NS(=O)(=O)c2cccc3nsnc23)C(C)C)cc1 (configuration not stated)	-5%	5%	1.4%	-2%	-1%
CCOC(=O)c1c(NC(=O)CN2C(=O)NC3(CCCCC3C)C2=O)sc(C)c1CC (configuration not stated)	21%	-8%	3.2%	9%	38%
COc1ccc(C)cc1S(=O)(=O)Nc1cc(Cl)ccc1Cl	16%	-14%	2.5%	3%	-4%
O=C(COC(=O)Cc1ccccc1)NCCNC(=O)COC(=O)Cc1ccccc1	4%	-10%	1.9%	2%	0%

Screens from PubChem.
